GPR35 antagonists: GPR35 antagonists blocking zaprinast-driven arrestin recruitment, primary screen, imaging, U2OS, beta-arrestin-GFP, zaprinast agonist (AID 2058) | G-protein coupled receptor 35 (Homo sapiens) | inhibition, % at 10 µM, or IC50 in µM where a hit was titrated | U2OS GPR35 beta-arrestin-GFP translocation imaging, zaprinast antagonism; higher % means a stronger effect | hit rate 0.052% among 290,000;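 active = inhibition of at least 50% with at least 30 cells and total cytoplasm GFP at most 10,000,000; inconclusive = under 30 cells or total GFP of 10,000,000 plus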
CSM14.1 death rescue: rescue of cells from ER stress-induced death, primary screen, 384-well, CSM14.1, thapsigargin, ATP luminescence (AID 1222); CSM14.1 thapsigargin-induced death rescue, ATP luminescence; higher % means a stronger effect; one-dose cellular ATP content (survival), % at 20 µM; EC50 in µM for titrated hits; 190,000 tested, under 10 active;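 active = EC50 below 50 µM in the dose-response confirmation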;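 note: death triggered by thapsigargin at about 15 µM added after 2 h compound pretreatment; cell ATP read after overnight thapsigargin exposure of roughly 18 to 22 hours; normalized against plate controls of thapsigargin alone and 5% DMSO vehicle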
SV40 large T antigen: SV40 large T antigen inhibitors, biochemical (AID 1903); SV40 large T antigen ATPase/helicase inhibition assay; higher % means a stronger effect; one-dose inhibition, % at 20 µM; IC50 in µM for titrated hits; hit rate 0.39% among 310,000; in the data active = a potency from the dose series; inconclusive = inhibition mostly from about 32% at the one dose, without a potency; inactive = the rest, 99 in 100 with inhibition below about 32%; note: strong numbers were not always called active
West Nile antiviral: West Nile virus antiviral activity, cell-based, CPE readout (AID 1621). West Nile virus-infected cells, CPE inhibition; higher % means a stronger effect. CPE inhibition, % at 10 µM, or IC50 in µM where a hit was titrated. hit rate 0.02% among 290,000; in the data active = a potency from the dose series; inconclusive = CPE inhibition mostly from about 3.7% at the one dose, without a potency; inactive = the rest, 99 in 100 with CPE inhibition below about 2.2%; note: strong numbers were not always called active
RSV CPE inhibition: RSV antiviral activity via CPE protection, HEp-2 cells, primary 10 µM value included (AID 2391); HEp-2 cells, RSV-induced CPE inhibition; higher % means a stronger effect; CPE inhibition, % at 10 µM; hits with a dose series show IC50 in µM; hit rate 0.13% among 310,000; in the data active = a potency from the dose series; inconclusive = CPE inhibition mostly from about 23% at the one dose, without a potency; inactive = the rest, 99 in 100 with CPE inhibition below about 21%; note: strong numbers were not always called active
PhoP inhibition: inhibitors of PhoP regulon expression, primary screen, Salmonella Typhimurium, GFP reporter (AID 1863) | S. Typhimurium PhoP-regulated promoter GFP reporter, 4 h; higher % means a stronger effect | inhibition, % at 50 µM, or IC50 in µM where a hit was titrated | hit rate 0.16% among 300,000;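 active = inhibition over 29.93%, a cutoff 3 SD above the screen mean, later confirmed by dose response; inconclusive = inhibition over 29.93% but no dose response follow-up; inactive = inhibition at most 29.93% or unconfirmed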;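 note: 0% = low Mg2+ inducing control and 100% = high Mg2+ repressing control; strong numbers were not always called active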
NS5 inhibitors: Dengue-2 NS5 methyltransferase inhibitors, primary screen, biochemical, confirmation dose response (AID 588689). hit rate 0.3% among 340,000. Dengue-2 NS5 methyltransferase capping enzyme assay, biochemical; higher % means a stronger effect. Genome polyprotein (Dengue virus type 2 (strain 16681-PDK53)). one-dose inhibition, % at 25 µM; IC50 in µM for titrated hits; in the data active = a potency from the dose series; inconclusive = inhibition above about 29% without an active follow-up result
LYP inhibition: inhibitors of LYP phosphatase, biochemical, fluorescence intensity, uHTS (AID 1779). Tyrosine-protein phosphatase non-receptor type 22 (Homo sapiens). inhibition, % at 11.5 µM, or IC50 in µM where a hit was titrated. hit rate 0.054% among 290,000. recombinant LYP phosphatase, fluorescence intensity; higher % means a stronger effect; in the data active = inhibition above about 50%;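 note: plate controls were vehicle with enzyme for no effect and no enzyme for full effect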
Rac1 GTP hydrolysis: MgcRacGAP GTPase-activating activity inhibitors, confirmation, biochemical, ADP Hunter fluorescence | Rac GTPase-activating protein 1 (Homo sapiens) | AID 624330, 2012 | MgcRacGAP-stimulated Rac1 GTP hydrolysis, ADP Hunter fluorescence; higher % means a stronger effect; GST-tagged Rac1 F28L mutant substrate | hit rate 0.6% among 340,000 | inhibition, % at 30 µM, or IC50 in µM where a hit was titrated;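 active = first-screen hits whose inhibition reached a set limit at any dose in the follow-up dose series; inconclusive = inhibition above the set first-screen limit but never retested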;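 note: fluorescence reports GDP produced by GAP-driven GTP hydrolysis; strong numbers were not always called active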
NS5 inhibitors pilot replicate: further read-out of NS5 inhibitors, marked with its call; inhibition, %; measured here: pilot screen replicate inhibition
* marks the source's active call; other numbers are inactive results; ? = inconclusive; · = no result given.

SMILES	GPR35 antagonists	CSM14.1 death rescue	SV40 large T antigen	West Nile antiviral	RSV CPE inhibition	PhoP inhibition	NS5 inhibitors	LYP inhibition	Rac1 GTP hydrolysis	others
Cc1noc(C)c1C(=O)Nc1ccc2ccccc2c1	-4%	·	24%	-0.1%	0.3%	-5%	-1%	-9%	9%
O=C(CSc1nnc(CNC(=O)c2ccccc2)o1)Nc1nccs1	3%	·	3%	0.5%	1.6%	1%	3%	-13%	1%
COc1ccc(CCNC(=O)c2cc(S(=O)(=O)N3CCOCC3)cn2C)cc1OC	-2%	·	8%	-0.4%	4.8%	·	-1%	-8%	-1%
Cc1c(Cl)cccc1NC(=S)NC1CCN(Cc2ccccc2)CC1	5%	-3.0%	13%	-1.5%	5.0%	11%	-5%	-3%	5%
CC(=O)Nc1ccc(NS(=O)(=O)c2ccc3c(c2)oc(=O)n3C)cc1	-2%	·	10%	0.4%	0.3%	11%	4%	-7%	7%
CC(=O)N1CCC2(CC1)CC(=O)c1cc(OCC(=O)N3CCOCC3)ccc1O2	-4%	0.2%	7%	0.3%	1.4%	-13%	3%	-14%	2%
COc1ccc(-c2cc(C(F)(F)F)c(C#N)c(SCC(=O)Nc3ccc(C)cc3)n2)cc1	-5%	-1.6%	25%	0.4%	2.6%	1%	-7%	-4%	13%
CCOC(=O)NC(=O)/C(C#N)=C\Nc1sccc1C(=O)OC	-3%	1.4%	1%	0.2%	-1.2%	-7%	?	-6%	10%
CC(C)CC(O)(c1ccccc1)C(CN1CCOCC1)c1ccccc1 (centres undefined)	-2%	·	5%	-1.2%	0.0%	7%	-1%	-10%	-1%
NC(=O)NNc1cccc(Cl)n1	7%	-0.8%	-3%	0.8%	1.0%	7%	-5%	-8%	12%
COCCNC(=O)C(c1ccc(F)cc1)N(C(=O)CCC(=O)Nc1ccccn1)c1cccc(C)c1 (centres undefined)	-10%	·	-5%	-0.7%	-0.1%	-1%	-1%	-4%	3%
COc1ccc(NC(=O)CN(C)CC(=O)Nc2sc3c(c2C(N)=O)CCC3)cc1	·	·	9%	·	16%	3%	1%	·	3%
Cc1oc(-c2cccc(Cl)c2)nc1CN1CCC(C(=O)NC2CC2)CC1	3%	·	19%	0.2%	3.1%	-10%	-8%	1%	1%
CCOc1ccc(CCNS(=O)(=O)c2cnc[nH]2)cc1OCC	5%	4.3%	17%	-0.2%	1.3%	-8%	5%	0%	9%
COc1cccc2c1Oc1ncccc1N(C(=O)CCC(=O)NCc1ccccc1)C2	-7%	·	4%	-0.6%	0.9%	-1%	1%	-8%	0%
CC(=O)c1ccc(NS(=O)(=O)c2cccc(C(=O)Nc3ccccc3C(=O)O)c2)cc1	-7%	·	4%	0.3%	3.3%	-3%	17%	-6%	-9%	NS5 inhibitors pilot replicate=1.2
CSc1cccc(NC(=O)C(C)C)c1	1%	-0.2%	0%	-0.2%	0.2%	-6%	-6%	-5%	1%
CCc1ccc(C2C3=C(CC(C)(C)CC3=O)Nc3c2c(=O)[nH]c2nc(C)nn32)cc1 (centres undefined)	-6%	-1.0%	4%	0.4%	1.7%	10%	-5%	-5%	9%	NS5 inhibitors pilot replicate=-6.2
CS(=O)(=O)N(CC(N)=O)c1ccc(F)c(Cl)c1	1%	3.2%	9%	0.2%	0.6%	-7%	-1%	-6%	3%
CCn1c(CNc2ccc(Cl)cc2)nnc1SCc1ccc(C)cc1	11%	0.2%	5%	-0.6%	13%	1%	-15%	1%	5%
O=c1cc2ncc(-n3cc([N+](=O)[O-])cn3)cn2[nH]1	5%	0.2%	27%	0.4%	0.3%	3%	-2%	0%	8%
O=C(NCc1cccnc1)NC1(C(F)(F)F)Oc2ccccc2O1	-17%	-2.2%	6%	?	1.2%	1%	-14%	-1%	2%
COc1ccc(C(C(=O)NCC2CCCO2)N(C(=O)Cn2nnc3ccccc32)c2ccccc2C(C)=O)cc1OC (centres undefined)	7%	·	11%	-0.2%	2.9%	-3%	3%	-8%	6%
O=C(/C=C/c1ccccc1Cl)Nc1cccnc1	2%	·	6%	-1.2%	3.8%	-2%	3%	-5%	15%
O=C1CCC([N+](=O)[O-])C(c2ccccc2F)N1 (centres undefined)	8%	·	3%	-0.1%	1.1%	3%	-2%	-9%	0%
CCCCCc1c(C)nc(N2CCN(Cc3ccc4c(c3)OCO4)CC2)[nH]c1=O	-1%	·	2%	-0.4%	0.0%	4%	-1%	-4%	13%
CCCCNC(=O)Nc1nnc(-c2ccccc2)o1	0%	-2.9%	0%	-0.1%	0.9%	8%	-11%	-8%	7%
COc1ccccc1-n1c(SCC(=O)Nc2ccc(F)cc2)nc2c(c1=O)SCC2	-3%	·	5%	0.5%	3.3%	4%	-1%	-4%	11%
COCc1nnc(NC(=O)CCc2ccc(OC)cc2)s1	-12%	·	5%	0.4%	1.6%	-10%	-7%	-8%	7%
CCCCc1ccc(NC=C2C(=O)OC3(CCCCC3)OC2=O)cc1	-8%	6.2%	-8%	0.7%	11%	-6%	1%	0%	3%
COc1ccccc1CN1C[C@@H]2C[C@@H](c3[nH]c4c(C)cccc4c3C)N3CCC[C@@]23C1=O	-11%	0.6%	3%	-1.6%	5.9%	-5%	-12%	-2%	3%
Cc1ccc(CNc2cnccn2)cc1	-3%	1.7%	23%	2.4%	0.3%	2%	-5%	-12%	10%
Cn1c(=O)c2c(SCC(=O)NCc3ccco3)nc(-c3ccccc3Cl)nc2n(C)c1=O	-21%	·	27%	2.4%	5.9%	-2%	-5%	-8%	9%
O=[N+]([O-])c1cc(C(F)(F)F)cc([N+](=O)[O-])c1NCCN1CCNCC1	11%	·	11%	0.4%	0.9%	1%	3%	-5%	8%
CC(=O)c1cc(F)c(N2CCCCCC2)cc1C	-8%	-2.5%	6%	-0.2%	2.1%	2%	-1%	0%	6%
CNc1ccc([N+](=O)[O-])cc1-c1nc2ccccc2[nH]c1=O	-15%	·	5%	-1.3%	3.6%	-4%	-6%	-9%	7%
Cc1noc(C)c1COC(=O)c1cccc(S(=O)(=O)N2CCCCCC2)c1	-7%	1.2%	6%	2.4%	5.9%	0%	-9%	-11%	6%
CC(C)(C)NC(=O)CSc1nnnn1C(C)(C)C	5%	-0.8%	6%	0.2%	0.2%	10%	-8%	-4%	6%
COC(=O)[C@H]1C[C@H](C(=O)O)[C@@H](C)C1(C)C	·	·	2%	·	-0.7%	-1%	-8%	·	-3%
Cc1c(Cl)cccc1-n1cnc(=O)c2ccccc21	·	·	13%	·	1.9%	·	-2%	·	1%
Cc1ccc(S(=O)(=O)N2CC(C(=O)O)Oc3ccccc32)cc1 (centres undefined)	19%	·	9%	0.3%	0.3%	-8%	-2%	-8%	8%
Cc1cccc(-n2ncc3c2CCCC3NC(=O)Cn2cccn2)c1C (centres undefined)	1%	·	10%	0.0%	6.5%	15%	-2%	-6%	0%
COc1ccc(/C=C/C(=O)NCC(=O)N/N=C/c2cccs2)cc1	-8%	·	10%	-0.2%	0.6%	-6%	-6%	-6%	7%
Cc1nnc(N2CCN(Cc3ccccc3)CC2)[nH]c1=O	-13%	4.5%	13%	-0.1%	0.9%	14%	1%	-8%	8%
COc1ccc(-n2nnc3c(SCC(=O)Nc4ccccc4F)ncnc32)cc1	-13%	1.1%	-4%	1.3%	0.1%	-13%	-1%	-5%	4%
Cc1ccc(S(=O)(=O)N2CCC(C(=O)OCC(=O)N(C)C3CCCCC3)CC2)cc1C	·	·	20%	·	-0.1%	-3%	-7%	·	7%
O=C(CCCn1cnc([N+](=O)[O-])n1)Nc1cccc(O)c1	-1%	-3.1%	12%	-0.5%	0.2%	-4%	·	-4%	·
CCCCOc1ccc(C(=O)OC2CC(C)N(C)CC2C)cc1 (centres undefined)	4%	·	7%	-0.3%	1.9%	2%	1%	0%	7%
CCOC(=O)c1cc2c(ccn2C)n1CC(=O)N(C)C	15%	-2.2%	·	0.0%	4.0%	·	-1%	-8%	7%
CCN(CC)CCCn1c2c(c(SCC(=O)Nc3cc(OC)cc(OC)c3)nc1=O)CCC2	·	·	3%	·	-2.6%	-7%	-7%	·	9%

New compounds follow:
SMILES	GPR35 antagonists	CSM14.1 death rescue	SV40 large T antigen	West Nile antiviral	RSV CPE inhibition	PhoP inhibition	NS5 inhibitors	LYP inhibition	Rac1 GTP hydrolysis	others
Cc1ccc2cc(CN(CC3CCCO3)C(=O)Nc3ccccc3F)c3nnnn3c2c1 (centres undefined)	-10%	-0.3%	7%	-0.8%	0.4%	1%	-7%	4%	5%
CCOC(=O)c1c(NC(=O)C2c3ccccc3Oc3ccccc32)sc(C(C)=O)c1C	8%	0.3%	-3%	?	5.6%	4%	-2%	4%	4%
O=C(NCCN1CCN(C(=O)c2ccccc2Cl)CC1)C(=O)NCc1ccccc1	-2%	·	6%	-0.8%	2.1%	-3%	-1%	-4%	11%
CCOC(=O)N=Nc1c(O)n(C)c2ccccc12	7%	-6.4%	12%	-0.4%	1.3%	7%	-1%	-4%	6%
Cc1ccc(NC(=O)[C@@H]2CCCN2S(=O)(=O)c2ccccc2F)cc1S(=O)(=O)N1CCOCC1	2%	-0.4%	5%	-0.6%	0.1%	0%	-1%	-2%	2%
Cc1ccc(NC(=O)CC(O)(C(F)(F)F)C(F)(F)F)cc1	1%	-1.7%	8%	-0.9%	0.6%	24%	-5%	1%	0%
NC(=O)c1ccsc1NC(=O)c1cc(=O)c2ccccc2o1	4%	-3.4%	4%	·	0.9%	-9%	5%	-5%	10%
COc1ccc(N2CCN(C(=O)c3ccc4c(Cl)c5c(nc4c3)CCCC5)CC2)cc1	3%	-0.2%	22%	0.1%	3.2%	3%	3%	0%	7%
COc1ccccc1/C=C/C(=O)NC(=S)NC(C)C	2%	-1.6%	10%	-0.6%	5.0%	15%	-6%	1%	15%
Cc1cccc(C(=O)Nc2sc(-c3ccccc3)cc2C(=O)O)c1	14%	·	7%	0.3%	22%	3%	7%	-1%	10%

For convenience, two of the compounds above:
SMILES	GPR35 antagonists	CSM14.1 death rescue	SV40 large T antigen	West Nile antiviral	RSV CPE inhibition	PhoP inhibition	NS5 inhibitors	LYP inhibition	Rac1 GTP hydrolysis	others
COc1ccccc1/C=C/C(=O)NC(=S)NC(C)C	2%	-1.6%	10%	-0.6%	5.0%	15%	-6%	1%	15%
Cc1cccc(C(=O)Nc2sc(-c3ccccc3)cc2C(=O)O)c1	14%	·	7%	0.3%	22%	3%	7%	-1%	10%

Compounds were not picked by outcome; overall some 1.5% were active at least once.
